Compound activity (PubChem BioAssay)
Mcl1 Noxa PPI – Mcl-1/Noxa binding inhibitors, primary screen, biochemical, TR-FRET, 1536-well. inhibition, % at 21.7 µM. AID 1022, 2008. TR-FRET Mcl-1/Noxa peptide binding, 2 h. 1.5% of 220,000 active. Induced myeloid leukemia cell differentiation protein Mcl-1 (Homo sapiens), Q07820;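 active means compounds that cut the protein-peptide binding signal by more than 50% relative to plate controls in a single-dose test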;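 further: His-tagged Mcl-1 with rhodamine Noxa BH3 peptide and terbium anti-His antibody; 0% = Mcl-1 plus Noxa peptide wells and 100% = peptide-only wells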
Target sequence (Q07820 whole entry, looked up): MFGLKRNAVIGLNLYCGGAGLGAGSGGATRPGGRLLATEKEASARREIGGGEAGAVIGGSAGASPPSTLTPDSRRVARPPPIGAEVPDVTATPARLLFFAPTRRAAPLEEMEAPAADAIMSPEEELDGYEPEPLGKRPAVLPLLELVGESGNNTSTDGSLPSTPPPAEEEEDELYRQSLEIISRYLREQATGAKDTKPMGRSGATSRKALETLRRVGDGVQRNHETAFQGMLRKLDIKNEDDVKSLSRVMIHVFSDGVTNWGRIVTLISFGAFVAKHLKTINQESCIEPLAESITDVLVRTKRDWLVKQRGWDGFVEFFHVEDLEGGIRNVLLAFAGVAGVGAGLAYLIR
RGS8-Gao – RGS8-Galphao binding modulators, primary screen, biochemical, multiplexed bead flow cytometry | 0.34% of 220,000 active | AID 1423, 2008 | response (percent of control binding), % at 10 µM | Guanine nucleotide-binding protein G(o) subunit alpha (Homo sapiens), P09471 | actives lie on both sides; in the data active means response below about 60% or above about 140%; inactive means in between;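 further: Galphao activated as the GDP aluminium fluoride complex binding bead-coupled RGS8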
Target sequence (P09471 whole entry, looked up): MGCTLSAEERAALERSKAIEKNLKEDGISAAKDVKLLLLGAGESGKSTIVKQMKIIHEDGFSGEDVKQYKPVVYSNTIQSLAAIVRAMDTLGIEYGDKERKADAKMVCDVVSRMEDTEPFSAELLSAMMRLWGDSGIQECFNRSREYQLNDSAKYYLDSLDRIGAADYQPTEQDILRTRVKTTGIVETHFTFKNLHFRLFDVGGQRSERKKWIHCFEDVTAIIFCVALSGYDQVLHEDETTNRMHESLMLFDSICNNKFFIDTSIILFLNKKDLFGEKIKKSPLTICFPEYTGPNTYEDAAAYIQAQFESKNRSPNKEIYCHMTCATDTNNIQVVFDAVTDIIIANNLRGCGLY
Mcl1-Bid inh – Mcl-1/Bid binding inhibitors, primary screen, biochemical, TR-FRET, 1536-well; 0.97% of 220,000 active; inhibition, % at 21.7 µM; TR-FRET Mcl-1/Bid-Dy647 peptide binding; Induced myeloid leukemia cell differentiation protein Mcl-1 (Homo sapiens), Q07820;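 active means compounds that cut the binding signal by more than half at the single screening dose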;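 further: His-tagged Mcl-1 with europium anti-His antibody binding Bid BH3 peptide; 0% = Mcl-1 plus peptide wells and 100% = peptide-only wells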
* = called active by the depositor.

SMILES	Mcl1 Noxa PPI	RGS8-Gao	Mcl1-Bid inh
CCOC(=O)c1c(NC(=O)c2cc(C)on2)c2cc([N+](=O)[O-])ccc2n1C	-24	104	32
CCCCOC(=O)c1sc2nc(C)cc(C)c2c1N	12	101	0
Cc1cc2nc3n(c2cc1C)CC1CC(C(=O)NCCc2cccs2)N(C)C31 (stereo unspecified)	-16	93	-20
CCOC(=O)c1[nH]c(CO)c(C(=O)OCC)c1C	-7	99	-17
Cc1ccc(C#CC(C)(O)C(C)(C)C)cn1 (stereo unspecified)	8	104	-1
COc1ccc2[nH]c(-c3ccccc3)cc2c1	-9	97	-18
CCCCC1=CC2=C(c3ccco3)C(=O)C(C)(OC(=O)c3ccc(OC)cc3)C(=O)C2=CN1CCN1CCOCC1 (stereo unspecified)	36	90	-102
CC(/C=C/c1ccccc1)=N\Nc1nc2c(c(=O)[nH]c(=O)n2C)n1CCO	0	98	-45
COC(=O)C1=C(C(=O)OC)[C@@H]2Nc3ccccc3[C@@]23C[C@@H](C(=O)OC)N=C3N1	-5	100	-62
COC(=O)c1cccc(C23CC4(C2)[C@H](CN(CC2CCCCC2)[C@@H]4c2ccccc2)C3c2ccccc2)c1 (stereo partly specified)	-4	101	-51
COc1ccc2c3c([nH]c2c1)C(C)N(C(C)=O)CC3 (stereo unspecified)	-1	98	-142
CCCCC1=CC2=CC(=O)C(C)(OC(=O)CC)C(=O)C2=CN1C1CCCCC1 (stereo unspecified)	-1	99	-70
COc1cc2c(c(O)c1OC)-c1c(cc(OC)c(OC)c1O)[C@@H](OC(=O)c1ccccc1)[C@@](C)(O)[C@@H](C)[C@@H]2OC(C)=O	-18	103	-46
COC(=O)[C@@H]1C[C@@]2(O)[C@H](O)[C@H](O)[C@H](O)C[C@H]2N1Cc1ccc(-c2ccccc2)cc1	-12	98	-44
C=C1CCN([C@@H](C)C(=O)NCc2ccc(OC)cc2)S(=O)(=O)c2ccccc21	-7	100	-21
Cc1cc(-c2cc(C(=O)NC3CCCC3)on2)nc(NC2CCCC2)n1	11	97	-68
COC(=O)c1ccc(C23CC4(C2)[C@H](CN(Cc2ccc(C(F)(F)F)cc2)[C@@H]4c2ccccc2)C3c2ccccc2)cc1 (stereo partly specified)	-34	101	-58
O=C1N/C(=C\c2nc3ccccc3s2)c2ccccc21	29	106	6
N#Cc1ccc(C23CC4(C2)[C@H](CN(Cc2ccc(-c5ccccc5)cc2)[C@@H]4c2ccccc2)C3c2ccccc2)cc1 (stereo partly specified)	-6	84	-39
NC(=O)[C@@H]1CC2(CC(c3cccc(NC(=O)[C@@H]4CCC(=O)N4)c3)=NO2)CN1C(=O)Cc1ccc([N+](=O)[O-])cc1 (stereo partly specified)	-6	100	-40
CCOC(=O)c1nn(-c2ccccc2)cc1O	12	92	-153
O=C1C=CN(Cc2ccccc2)CC1	26	99	-114
CC(CCC(=O)O)C1CC[C@@]2(C)C3C(=O)CC4C(C)(C)C(O)CC[C@]4(C)C3C(=O)C[C@]12C (stereo partly specified)	4	57*	0
C=C(C)[C@@H]1CC=C(C(=O)O)CC1	-6	99	-42
O=C(OCC#Cc1c(COC(=O)c2ccccc2)nnn1Cc1ccccc1)c1ccccc1	1	101	-2
CC(C)(C)C1=NN=C2c3ccccc3C(=O)C21 (stereo unspecified)	11	102	4
Cc1cccc(N2CCN(CC(O)COc3ccccc3Cl)CC2)c1 (stereo unspecified)	8	98	-113
Cc1nc(-c2ccccc2)sc1C1(C)CC(c2cccc([N+](=O)[O-])c2)=NO1 (stereo unspecified)	14	99	-17
COc1ccccc1NC(=O)c1cc2cc(Br)ccc2cc1O	88*	90	-34
CCSc1nnc(NC(=O)CCn2c(=O)oc3ccccc32)s1	13	102	-28
Cc1cc(=O)c2cc(C(=O)c3ccccc3)ccc2[nH]1	-2	101	-5
CCCCCCn1c(SCCOC)nc2c1c(=O)[nH]c(=O)n2C	3	102	-24
CCCCCc1cc(=O)[nH]c(=S)[nH]1	-7	98	-62
Cc1nnc2nc(-c3ccccc3)nc(-c3ccccc3)n12	-14	94	0
CCCN1C(=O)/C(=C2\SC(=S)N(c3c(C)n(C)n(-c4ccccc4)c3=O)C2=O)c2ccccc21	21	100	-54
COc1ccc(C[C@H]2CN3C(=NC[C@H]3Cc3ccccc3)N2CCNC(=O)c2ccc(C)c(Br)c2)cc1	-5	114	-34
Cc1cc2nc(/C=C/c3nc4cc(C)c(C)cc4[nH]3)[nH]c2cc1C	79*	98	22
CCOC(=O)c1ccc(NC(=O)c2nc[nH]c2C(=O)N[C@@H](CC(C)C)C(=O)OCc2ccccc2)cc1	-79	101	-21
C[C@@H]1C=C(C(=O)NCc2nc3ccccc3[nH]2)O[C@H](OCc2ccc(CO)cc2)C1	-4	100	-48
O=C(c1ccc2c(c1)OCO2)N1CCC2(CC1)Oc1ccc(Cl)cc1C(=O)C21CC(c2cccnc2)=NO1 (stereo unspecified)	-16	92	-30

Exported as a markdown table: entries from further up.
| SMILES | Mcl1 Noxa PPI | RGS8-Gao | Mcl1-Bid inh |
| --- | --- | --- | --- |
| CC(C)(C)C1=NN=C2c3ccccc3C(=O)C21 (stereo unspecified) | 11 | 102 | 4 |
| CCCCCc1cc(=O)[nH]c(=S)[nH]1 | -7 | 98 | -62 |
| Cc1nnc2nc(-c3ccccc3)nc(-c3ccccc3)n12 | -14 | 94 | 0 |
| CCOC(=O)c1nn(-c2ccccc2)cc1O | 12 | 92 | -153 |

The listing continues:
SMILES	Mcl1 Noxa PPI	RGS8-Gao	Mcl1-Bid inh
CCCOc1ccc(-c2nc(-c3ccc([N+](=O)[O-])cc3)cs2)cc1	8	100	-11
CC1(C)CC(=O)C(CC2=C(N)CC(C)(C)CC2=O)=C(N)C1	0	100	-94
CC(C)(C)OC(=O)[C@H](Cc1ccccc1)NC(=O)c1nc[nH]c1C(=O)N[C@@H](Cc1ccccc1)C(=O)OC(C)(C)C	-90	86	-50
Cc1nn(-c2ccccc2)nc1C(=O)Nc1ccc2[nH]ncc2c1	17	102	-11
CCOC(=O)c1ccc(NC(=O)c2nc[nH]c2C(=O)NCc2ccccc2)cc1	3	100	-30
O=C(/C=C/c1cn(CC(O)CN2CCOCC2)c2ccccc12)c1cccs1 (stereo unspecified)	-28	102	46
O=C1CSC(=S)N1/N=C/c1ccc(O)c(O)c1O	101*	86	100*
CC(=O)C1CCC2C3CCC4=CC(=O)CC[C@]4(C)[C@@]3(F)C(O)C[C@]12C (stereo partly specified)	7	87	-9
CC(C)n1cnc2c(Nc3cccc(Cl)c3)nc(N(CCO)CCCO)nc21	23	99	-51
Nc1ccccc1SC1CC(=O)N(c2ccc(Cl)c(Cl)c2)C1=O (stereo unspecified)	12	105	-3
COc1cc(C(CCN2CCOCC2)c2c(OC)cc(OC)c3c2OC(=O)CC3c2ccc(N(C)C)cc2)cc(OC)c1OC (stereo unspecified)	9	101	-135
CCN(CC)c1ccc(/C=C2\SC(=O)N(C(C)C)C2=O)o1	4	90	37
c1cc2c3c(cccc3c1)NC1(CCC3(CC1)Nc1cccc4cccc(c14)N3)N2	12	96	-55
CNC(=S)N1CCC(NC(=O)c2ccco2)CC1	8	95	-134
COCCN1C(=O)N[C@@H](c2cccc(F)c2)C(C(=O)OC)=C1C	-10	102	-25
Cc1nnc(Sc2nc3c(c(=O)[nH]c(=O)n3C)n2Cc2ccccc2)s1	1	100	-25
Cc1nc(-c2ccc(Cl)cc2)sc1C1(C)CC(c2ccc(C#N)cc2)=NO1 (stereo unspecified)	-6	91	-28
CCC1=C(OC(=O)N(CC)CC)N2C(=O)OC(=NCC(=O)OC)[C@]2(Cc2ccccc2)[C@H]2C1=CC[C@H]1C(=O)N(CC(=O)OC)C(=O)[C@H]12	20	98	-51
CCOC(=O)Cn1c(=O)c(-c2ccccc2N)nc2ccccc21	22	96	-34
C=CCNC(=O)C1CC2Cn3c(nc4ccccc43)C2N1C (stereo unspecified)	21	101	-24

Part of the list above, with values ahead of the structure:
| Mcl1 Noxa PPI | RGS8-Gao | Mcl1-Bid inh | structure |
| --- | --- | --- | --- |
| 21 | 100 | -54 | CCCN1C(=O)/C(=C2\SC(=S)N(c3c(C)n(C)n(-c4ccccc4)c3=O)C2=O)c2ccccc21 |
| -5 | 114 | -34 | COc1ccc(C[C@H]2CN3C(=NC[C@H]3Cc3ccccc3)N2CCNC(=O)c2ccc(C)c(Br)c2)cc1 |
| 79* | 98 | 22 | Cc1cc2nc(/C=C/c3nc4cc(C)c(C)cc4[nH]3)[nH]c2cc1C |
| -79 | 101 | -21 | CCOC(=O)c1ccc(NC(=O)c2nc[nH]c2C(=O)N[C@@H](CC(C)C)C(=O)OCc2ccccc2)cc1 |
| -4 | 100 | -48 | C[C@@H]1C=C(C(=O)NCc2nc3ccccc3[nH]2)O[C@H](OCc2ccc(CO)cc2)C1 |
| -16 | 92 | -30 | O=C(c1ccc2c(c1)OCO2)N1CCC2(CC1)Oc1ccc(Cl)cc1C(=O)C21CC(c2cccnc2)=NO1 (stereo unspecified) |
| 8 | 100 | -11 | CCCOc1ccc(-c2nc(-c3ccc([N+](=O)[O-])cc3)cs2)cc1 |
| 0 | 100 | -94 | CC1(C)CC(=O)C(CC2=C(N)CC(C)(C)CC2=O)=C(N)C1 |
| -90 | 86 | -50 | CC(C)(C)OC(=O)[C@H](Cc1ccccc1)NC(=O)c1nc[nH]c1C(=O)N[C@@H](Cc1ccccc1)C(=O)OC(C)(C)C |
| 17 | 102 | -11 | Cc1nn(-c2ccccc2)nc1C(=O)Nc1ccc2[nH]ncc2c1 |
| 3 | 100 | -30 | CCOC(=O)c1ccc(NC(=O)c2nc[nH]c2C(=O)NCc2ccccc2)cc1 |
| -28 | 102 | 46 | O=C(/C=C/c1cn(CC(O)CN2CCOCC2)c2ccccc12)c1cccs1 (stereo unspecified) |
| 101* | 86 | 100* | O=C1CSC(=S)N1/N=C/c1ccc(O)c(O)c1O |
| 7 | 87 | -9 | CC(=O)C1CCC2C3CCC4=CC(=O)CC[C@]4(C)[C@@]3(F)C(O)C[C@]12C (stereo partly specified) |
| 23 | 99 | -51 | CC(C)n1cnc2c(Nc3cccc(Cl)c3)nc(N(CCO)CCCO)nc21 |
| 12 | 105 | -3 | Nc1ccccc1SC1CC(=O)N(c2ccc(Cl)c(Cl)c2)C1=O (stereo unspecified) |
| 9 | 101 | -135 | COc1cc(C(CCN2CCOCC2)c2c(OC)cc(OC)c3c2OC(=O)CC3c2ccc(N(C)C)cc2)cc(OC)c1OC (stereo unspecified) |
| 4 | 90 | 37 | CCN(CC)c1ccc(/C=C2\SC(=O)N(C(C)C)C2=O)o1 |
| 12 | 96 | -55 | c1cc2c3c(cccc3c1)NC1(CCC3(CC1)Nc1cccc4cccc(c14)N3)N2 |
| 8 | 95 | -134 | CNC(=S)N1CCC(NC(=O)c2ccco2)CC1 |
| -10 | 102 | -25 | COCCN1C(=O)N[C@@H](c2cccc(F)c2)C(C(=O)OC)=C1C |
| 1 | 100 | -25 | Cc1nnc(Sc2nc3c(c(=O)[nH]c(=O)n3C)n2Cc2ccccc2)s1 |
| -6 | 91 | -28 | Cc1nc(-c2ccc(Cl)cc2)sc1C1(C)CC(c2ccc(C#N)cc2)=NO1 (stereo unspecified) |

The list continues:
SMILES	Mcl1 Noxa PPI	RGS8-Gao	Mcl1-Bid inh
CSc1ccc(NC(=O)Nc2ccccc2C(N)=O)cc1	5	99	-33
CCCCCC(=O)Nc1cccc(C2=NOC3(C2)C[C@@H](C(N)=O)N(C(=O)C2(C)CC2)C3)c1 (stereo partly specified)	8	101	-80
CCC1(C)N=C(N)Nc2nc3cc(C)c(C)cc3n21 (stereo unspecified)	-3	101	-15
Cc1ccc(NC(=O)CS(=O)(=O)c2cn(C)c3ccccc23)c(C)c1	10	94	-36
COc1ccc(CCNC(=O)C2CC(c3ccc(C(F)(F)F)cc3)=NO2)cc1 (stereo unspecified)	6	103	-12
Nc1ccc(OCCCc2c(N)nc(N)nc2N)cc1	31	100	-11
COc1cccc(C(=O)Nc2nnc(-c3ccc(Cl)cc3)o2)c1	-71	99	-22
C=CCOc1ccnc(-c2ccccc2)n1	8	98	-1
N#CCCCCN1CCCC1	11	103	-13
CCCNC(=O)c1ccc2c(=O)c(O)c(-c3ccc(F)cc3)[nH]c2c1	-72	102	-101
CC(=O)Nc1ccc(Nc2ncnc3ccccc23)cc1	38	100	-44
Cc1nc2ccccc2c(=O)n1/N=C/c1ccc2ccccc2c1O	-24	101	26
CC(O)[C@H]1CN=C(N)N1CCc1cc(C(F)(F)F)cc(C(F)(F)F)c1 (stereo partly specified)	-20	102	-17
Cc1cccc(NC(=O)c2nc[nH]c2C(=O)NCC(=O)OC(C)(C)C)c1	-39	112	-17
CCC1=C(OC(=O)N(CC)CC)N2C(=O)OC(=NCc3ccccc3)[C@]2(C)[C@H]2C1=CC[C@H]1C(=O)N(CC(=O)OC)C(=O)[C@H]12	-1	101	-55
COC(=O)c1sc2ncn(N)c(=O)c2c1C	14	104	-51
O=C(COc1cc(Cl)c(Cl)cc1Cl)Nc1ccc([N+](=O)[O-])cc1Cl	2	101	-7
O=C1N[C@@H](Cc2ccccc2)[C@@H](c2ccco2)O1	3	94	-40
COc1ccc(/C=C2/C(=N)N3C(=NC2=O)Sc2cc(S(C)(=O)=O)ccc23)cc1OC	17	97	6
C=CCNC(=S)Nc1cccc([N+](=O)[O-])c1	2	101	-199

These rows are one share of the data; count on the stated rates, not on these rows.
